High-throughput results from PubChem.
GAA spleen mod: inhibitors or activators of human alpha-glucosidase in spleen homogenate; P10253; human spleen homogenate, 4-MU-alpha-glucoside fluorescence; Potency, µM (top dose mostly 79.9 µM), without a hit: at the highest dose activity change, negative = inhibition, hits mostly inhibitors; hit rate 0.006% among 240,000;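 note: 0% = enzyme with vehicle and -100% = no enzyme basal signal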
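Compounds were titrated against alpha-glucosidase in spleen homogenate at pH 5.0, with 1 mM 4-methylumbelliferyl substrate for 40 min at 37 C. Reactions were quenched with pH 10 NaOH/glycine and fluorescence measured.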
HTT cytoprotect: protects HTT-Q103 PC12 cells, measured by ATP; PC12 HTT-Q103 induced, cytoprotection, ATP luminescence, 40 h; hit rate 0.14% among 230,000; Potency, µM (top dose mostly 56.4 µM), for inactives: cytoprotection (ATP increase), actives largely listed as activators; AID 1471;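 note: % of control where 0% means no effect; nearly all actives have a fitted effect of over 45% in size; toxic huntingtin expression switched on by the ecdysone agonist tebufenozide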
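Stable PC12 Q103-GFP cells in serum-supplemented, phenol red-free DMEM; induction by tebufenozide at 100 nM final; compound dose series; cell viability quantified luminescently from ATP.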
Tau fibril ThT: inhibitors of human tau fibril formation, thioflavin T binding; P10636; recombinant tau K18 P301L, heparin-induced fibrillization, ThT fluorescence; Potency, µM (series often up to 57.4 µM), inactives show at the top dose activity, negative = inhibition, hits mostly inhibitors; hit rate 2.1% among 270,000; AID 1460; note: % is set by controls: 0 for no effect and ±100 for the full control effect; nearly all actives have a fitted effect of over 55% in size
Target sequence (P10636 561-689 P618L limits assumed): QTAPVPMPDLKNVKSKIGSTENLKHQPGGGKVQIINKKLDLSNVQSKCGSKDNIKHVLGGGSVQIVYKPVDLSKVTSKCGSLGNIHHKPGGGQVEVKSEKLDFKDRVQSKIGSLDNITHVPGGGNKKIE
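In this qHTS, human K18 P301L tau is incubated with compound and heparin for 6 hr at 37 C, and Thioflavin T fluorescence then reports fibril load.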
aGal spleen mod: inhibits or activates alpha-galactosidase in human spleen homogenate. AID 2107. Potency, µM (top dose mostly 80 µM), for inactives: at the highest dose activity change, negative = inhibition, usual class: inhibitors. human spleen homogenate, 4MU-alpha-Gal fluorescence, 40 min. P06280. hit rate 0.008% among 240,000;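 note: 0% = enzyme with vehicle and -100% = no enzyme basal signal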
Target sequence (P06280 32-429 limits assumed): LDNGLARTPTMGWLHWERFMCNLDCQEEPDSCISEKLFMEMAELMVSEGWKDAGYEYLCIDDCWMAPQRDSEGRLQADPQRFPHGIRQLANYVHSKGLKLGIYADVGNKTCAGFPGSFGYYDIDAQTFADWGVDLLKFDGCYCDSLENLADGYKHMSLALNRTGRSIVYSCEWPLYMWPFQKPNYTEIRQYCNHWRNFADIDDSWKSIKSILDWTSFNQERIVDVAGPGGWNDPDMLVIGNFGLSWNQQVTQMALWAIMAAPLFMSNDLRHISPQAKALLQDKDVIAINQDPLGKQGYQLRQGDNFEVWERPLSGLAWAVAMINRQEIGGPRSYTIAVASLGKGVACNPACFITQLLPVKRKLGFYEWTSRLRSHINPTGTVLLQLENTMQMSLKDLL
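Spleen homogenate 1 ug + cpd (titration) + 4-MU-alpha-D-galactopyranoside 1 mM; 37C 40 min; 50 mM citrate/phosphate pH 5.0, 0.01% Tween-20; stop pH 10; fluorescence 365/440; AC50 via Hill.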
GAA inhib: alpha-glucosidase (human) inhibition; P10253; purified human GAA, 4-MU-alpha-glucoside fluorescence; AID 1466; hit rate 0.005% among 200,000; Potency, µM (titrated, usually from 76.9 µM), for inactives: at the highest dose activity change, negative = inhibition, actives largely listed as inhibitors;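 note: plate controls were uninhibited enzyme wells for no effect and no-enzyme background for full effect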
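Endpoint fluorogenic read: 20 min room-temperature reaction of 4 nM human alpha-glucosidase with 400 uM 4-methylumbelliferyl-alpha-D-pyranoside, pH 5.0, quenched with 1M NaOH/1M glycine pH 10. AC50 from Hill modeling.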
GAA glycogen mod: alters human alpha-glucosidase cleavage of glycogen | P10253 | recombinant GAA, glycogen substrate, Amplex Red glucose oxidase fluorescence | Potency, µM (highest dose often 76.4 µM), without a hit: at the top dose activity change, negative = inhibition, usual class: inhibitors | hit rate 0.38% among 300,000 | AID 2100;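 note: 0% = full enzyme reaction and -100% = no-enzyme basal signal; the screen sought inhibitors and activators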
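qHTS, 1536-well; enzyme 4 nM final; cpd up to 77 uM; substrate bovine liver glycogen 30 ug; 50 mM citrate/phosphate pH 5.0, 0.01% Tween-20; 37 C, 40 min; Amplex Red detection 45 min RT; Hill fit → AC50.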
Tau fibril FP: tau fibrillization inhibition (FP); K18 P301L tau heparin fibrillization, Alexa594 FP, 6 h; Potency, µM (titrated, usually from 57.7 µM), inactives show top-dose activity, negative = inhibition, most hits filed as inhibitors; hit rate 0.39% among 280,000; AID 1468; note: % is set by controls: 0 for no effect and ±100 for the full control effect; nearly all actives have a fitted effect of over 55% in size
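K18 P301L tau (15 uM unlabeled/0.24 uM Alexa 594-labeled, final) + compound + heparin 20 uM final; 100 mM NaOAc pH 7; 6 hr 37 C; ThT 30 uM final added, 1 hr RT; FP ex 555/em 632 nm.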
Tau fluor counter: counter-screen for tau fibril formation inhibitors; hit rate 0.93% among 280,000; tau K18 P301L Alexa594 fluorescence, heparin fibrillization; Potency, µM (titrated, usually from 57.7 µM), without a hit: at the highest dose activity change, negative = decrease; note: % is set by controls: 0 for no effect and ±100 for the full control effect; nearly all actives have a fitted effect of over 55% in size
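Human tau K18 P301L (15 uM unlabeled, 0.24 uM Alexa 594-labeled) in 100 mM sodium acetate pH 7 with 20 uM heparin, 6 hr at 37 C. ThT 30 uM added, 1 hr ambient; Alexa 594 FP and total fluorescence read at 555/632 nm.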
An asterisk follows results filed as active; u = inconclusive; x = no result given; [ ] = another dose, or the depositor's remark. Calls come from the whole dose curve; as a rule, active = well fitted curve in the direction sought with a large enough effect; inconclusive = small, poorly fitted or top-dose-only effect, or another doubt; inactive = no such curve, though single readings can be large; an effect the other way counts as inactive or inconclusive. Potency is the fitted concentration of half-maximal effect.

SMILES	GAA spleen mod	HTT cytoprotect	Tau fibril ThT	aGal spleen mod	GAA inhib	GAA glycogen mod	Tau fibril FP	Tau fluor counter
O=C(COC(=O)c1ccccc1)NCc1ccco1	-0.4%	-8.1%[10 µM]	-10.6%	1.0%	-0.9%	-7.9%	2.0%	1.5%
C(=C\c1ccccc1)/CNCC1CCCO1 (stereo unspecified)	x	-13.5%	3.2%	3.9%	-7.8%	4.1%	4.6%	1.7%
CCNc1nc2c(c(=O)[nH]c(=O)n2C)n1CC(O)COc1ccc(Cl)cc1Cl (stereo unspecified)	x	x	-0.1%	x	x	15.7%[76.3 µM]	6.3%	-6.6%
CC(=O)Nc1c(C)ccc(CNC(=O)COc2ccc(F)cc2)c1C	3.0%	x	5.9%	-3.4%	-2.0%	11.0%	-1.0%	5.1%
O=S(=O)(Nc1nc2ccccc2nc1Nc1ccc2c(c1)OCO2)c1ccccc1	6.0%	-3.1%[10 µM]	u	3.1%	-10.2%	15.7%	u	u
COC(=O)Cc1n[nH]c(=O)c2ccccc12	-0.1%	3.6%	-8.4%	7.3%	-9.4%	2.6%	0.7%	-2.2%
O=C(NCc1ccco1)c1cccc(N2CCCC2=O)c1	-1.3%	16.1%	-6.8%	2.9%	-9.5%	-4.1%	4.6%	-2.7%
C=CCn1c(Cc2ccc(OCC)cc2)nnc1SCC(N)=O	-27.1%	3.9%	7.3%	-4.6%	-8.9%	6.9%	-1.4%	2.9%
Cc1c(Nc2cc(N3CCOCC3)c3nonc3c2[N+](=O)[O-])c(=O)n(-c2ccccc2)n1C	0.3%	x	-2.9%	-2.9%	3.4%	4.8%	-4.6%	0.1%
O=C(Cn1cc(SCc2ccccc2)c2ccccc21)N1CCCCCC1	x	x	u	x	x	-11.5%[76.3 µM]	-1.7%	-26.9%
N#C/C(=C\c1c[nH]c2ccccc12)C(N)=O	-5.3%	17.5%[10 µM]	-11.3%	-20.2%	x	-1.3%	7.6%	-10.0%
Fc1ccc(CSc2nc3ccccc3[nH]2)cc1	-12.9%	-61.2%[inhibitor]	-6.4%	-9.4%	-4.2%	-9.6%	1.9%	-11.7%
O=C(NCCN1CCN(c2ccccc2)CC1)c1cccc(Br)c1	-11.3%	-9.9%	u	-11.3%	-3.6%[15.4 µM]	2.1%	4.8%	u
O=C(O)CCN1C(=O)c2ccncc2C1=O	0.1%	1.2%	-11.5%	6.9%	2.0%	-1.9%	5.9%	-5.7%
CN(C)C(=O)c1ccc(-n2cccn2)nc1	1.2%	-10.7%[10 µM]	1.0%	12.9%	2.3%	4.7%	-6.9%	1.2%
O=C(Cc1ccc(Cl)cc1)N/N=C/c1c(Cl)cccc1Cl	-0.8%	26.9%[10 µM]	1.1%	2.1%	6.4%	8.7%	-1.6%	-2.4%
CC(=O)Nc1ccccc1-c1nc2ccccc2nc1OCC(=O)c1ccc(Cl)cc1	-1.2%	-2.7%[10 µM]	u	-0.2%	1.4%	11.2%	5.7%	-1.9%
Cc1ccc(S(=O)(=O)Nc2ccc3c(c2)CCC3)cc1	-0.2%	-14.4%[10 µM]	1.0%	-1.8%	-5.4%	11.2%	6.0%	-2.0%
Oc1ccc2ccccc2c1/C=N/Nc1ccccc1	-6.1%	41.9%[10 µM]	17.8µM*	-2.4%	6.0%	-27.1%	u	11.2µM*[quencher]
CCOC(=O)C1(Cc2cccc(F)c2)CCN(C(=O)Cn2cnnn2)CC1	-12.1%	5.5%[10 µM]	-9.0%	-11.6%	x	-0.9%	-2.8%	-9.6%
Cn1c(SCc2nc3ccccc3c(=O)[nH]2)nc2ccccc21	5.0%	-5.1%	u	1.1%	14.4%	-9.7%	-3.0%	-10.0%
CCOC(=O)N1CCN(C(=O)CSc2nnc(-c3cc(OC)cc(OC)c3)o2)CC1	-14.1%	-11.2%	u	-2.3%	0.3%	0.1%	5.8%	-4.8%
O=c1[nH]c2ccc(NC(=S)Nc3ccc(Cl)cc3Cl)cc2[nH]1	-1.1%	10.1%	-24.0%	3.2%	-3.6%	-10.3%	7.5%	-24.1%
O=C1CC(c2ccc(F)cc2)CC(O)=C1C=NCCN1CCN(C(=O)Nc2ccccc2)CC1 (stereo unspecified)	-1.0%	31.7%	-5.8%	3.7%	-1.1%[15.4 µM]	7.9%	-2.7%	-5.5%
CN(C)C(=O)COc1ccc2cc(-c3ccccc3)c(=O)oc2c1	22.1%	-11.3%[10 µM]	-5.9%	u	u	-13.3%	12.5%	7.3%
Cc1oc2c(CN3CCCC3)c(O)ccc2c(=O)c1Oc1ccccc1Br	28.9%	5.6%	5.5%	u	u	5.1%	6.7%	2.0%
NC(=O)NCc1cccs1	-6.2%	-49.0%[inhibitor]	0.2%	-13.5%	5.2%	9.1%	0.4%	7.7%
CN(C)c1ccc(-c2nn3c(-c4ccc(Cl)cc4Cl)nnc3s2)cc1	-1.0%	11.9%[1.9 µM]	-2.2%	4.5%	-11.7%	1.1%	5.2%	5.5%
CCC(C)(C)NC(=O)c1cc(OC)c(OC)cc1[N+](=O)[O-]	-5.2%	-2.8%	-1.7%	7.5%	1.3%	13.6%	1.9%	2.1%
Cc1nn(C)c(C)c1N1C(=O)c2cccc3c(Br)ccc(c23)C1=O	-10.1%	6.0%[1.9 µM]	9.0%	10.8%	u	16.5%	5.2%	11.1%

One compound at a time, as listed above:
CN(C)c1ccc(-c2nn3c(-c4ccc(Cl)cc4Cl)nnc3s2)cc1 reads GAA spleen mod = -1.0%; HTT cytoprotect = 11.9%[1.9 µM]; Tau fibril ThT = -2.2%; aGal spleen mod = 4.5%; GAA inhib = -11.7%; GAA glycogen mod = 1.1%; Tau fibril FP = 5.2%; Tau fluor counter = 5.5%
CCOC(=O)N1CCN(C(=O)CSc2nnc(-c3cc(OC)cc(OC)c3)o2)CC1 reads GAA spleen mod = -14.1%; HTT cytoprotect = -11.2%; Tau fibril ThT = u; aGal spleen mod = -2.3%; GAA inhib = 0.3%; GAA glycogen mod = 0.1%; Tau fibril FP = 5.8%; Tau fluor counter = -4.8%

Carrying on.
SMILES	GAA spleen mod	HTT cytoprotect	Tau fibril ThT	aGal spleen mod	GAA inhib	GAA glycogen mod	Tau fibril FP	Tau fluor counter
COc1ccc(NC(=O)CN2C(=O)/C(=C3\SC(=S)N(C4CCS(=O)(=O)C4)C3=O)c3ccccc32)cc1 (stereo unspecified)	8.7%	-19.0%[10 µM]	x	-5.6%	x	6.1%	-0.9%	u
Cc1ccc2oc(=O)n(CCOc3ccccc3C)c2c1	-9.7%	6.6%[10 µM]	-7.1%	-2.8%	-9.1%	-8.9%	-2.4%	-14.0%
Cc1nn(-c2ccccc2)c2nc(N)c(C#N)c(-c3ccc(C(C)(C)C)cc3)c12	-9.3%	18.3%[10 µM]	x	-3.4%	x	-5.7%	u	-13.8%
COc1ccc(-n2cc(CN(C)CCO)c(-c3cccc(F)c3)n2)cc1	-2.7%	-60.3%[inhibitor][10 µM]	-9.4%	2.6%	u	4.7%	1.8%[2.34 µM]	-8.1%
CCCCN1C(=O)NC(NS(=O)(=O)c2ccc(N)cc2)(C(F)(F)F)C1=O (stereo unspecified)	-2.8%	12.8%	-7.9%	-7.1%	0.4%	-5.3%	2.2%	-9.1%
COc1ccc(C(c2c[nH]c3ccccc23)c2c[nH]c3ccccc23)cc1O	-3.1%	-38.2%	u	-4.4%	-11.1%	2.1%	u	14.1µM*[quencher]
COc1cc(OC)c(NC(=O)C2CCN(S(=O)(=O)c3ccc4c(c3)oc(=O)n4C)CC2)cc1Cl	x	x	-2.8%	x	x	2.2%[76.3 µM]	-0.2%	-12.5%
CN1/C(=C/C=N/n2cnnc2)C(C)(C)c2ccccc21	-20.2%	-6.3%[10 µM]	-9.7%	-0.4%	-3.5%	6.8%	0.3%	0.8%
Cc1cc(Nc2cccc(O)c2)c2ccccc2n1	-10.6%	12.1%	4.5%	-11.0%	3.2%	7.6%	-8.4%	4.4%
COc1ccccc1C(=O)COC(=O)CNS(=O)(=O)c1ccc(C)cc1	2.8%	-23.6%	-16.8%	-2.5%	-3.4%	0.8%	-2.2%	-5.4%
Cc1ccc(CCSc2ccc(C(C)C)cc2)cn1	-10.2%	23.0%[10 µM]	-10.7%	4.0%	-2.0%	8.3%	3.0%	-7.1%
Cc1nn(-c2ccc(Cl)c(Cl)c2)c(=O)c2ccccc12	-7.2%	-18.8%	0.3%	-2.4%	u	9.7%	-3.1%	2.4%
CC[C@H](C)C(C(=O)N1CCN(C(=O)OC(C)(C)C)CC1)n1cc(C(Cc2ccc(O)cc2)NC(=O)OC(C)(C)C)nn1 (stereo partly specified)	8.7%	16.6%[10 µM]	-13.5%	7.1%	x	-11.1%	-4.3%	-6.2%
O=C(c1ccc2c(c1)OCCO2)N(c1ccccn1)C1CCCCC1	-0.6%	10.2%[10 µM]	-8.5%	-2.5%	-4.8%[15.4 µM]	7.9%	4.7%	-3.4%
Cc1ccc2[nH]c3c(c2c1)CN(C(=O)CN1CCN(c2ccccc2F)CC1)CC3	-6.8%	-3.8%[0.074 µM]	u	0.5%	-5.5%	u	15.5%	u
S=C(Nc1ccccc1)c1nc2ccccc2s1	-7.0%	15.0%[10 µM]	u	-2.7%	8.5%	4.7%	-10.6%	-8.6%
COc1cccc(N2CC(C(=O)NC3CCCCC3)CC2=O)c1 (stereo unspecified)	-9.9%	-13.9%[0.074 µM]	-8.1%	3.0%	-7.4%	3.7%	3.4%	-5.6%
O=C(CSc1ccc(-c2ccc(F)cc2)nn1)NCCc1ccccc1	x	-20.7%	-5.4%	0.5%	-1.8%	3.3%	-13.0%	-6.0%
Cc1nc(SCC(=O)N2CCOCC2)c2ccsc2n1	1.4%	16.7%[10 µM]	-6.0%	3.8%	-6.2%	-9.5%	-0.6%	5.5%
COc1ccc2c(C)nc(Nc3nc(-c4ccccc4)cc(=O)[nH]3)nc2c1	-2.6%	-92.6%[inhibitor][10 µM]	u	4.1%	x	6.8%	1.9%	-13.9%
COc1cc(/C=C/c2cc(OC(C)=O)c3ccccc3n2)c(OC(C)=O)c([N+](=O)[O-])c1	-1.5%	-11.1%	3.16µM*	-5.7%	-3.6%	1.3%	u	12.6µM*[quencher]
